PLK1 inh = human PLK1 kinase inhibitors, primary screen, biochemical, TR-FRET | AID 619, 2007 | inhibition, % at 10 µM | 0.53% of 97,000 active | recombinant PLK1 kinase, TR-FRET peptide phosphorylation;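 active = inhibition of 50% or more in the single-concentration screen; inactive = inhibition below 50%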;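 note: 0% = DMSO max control and 100% = H-89 dihydrochloride min control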
Target sequence (P53350 whole entry, looked up): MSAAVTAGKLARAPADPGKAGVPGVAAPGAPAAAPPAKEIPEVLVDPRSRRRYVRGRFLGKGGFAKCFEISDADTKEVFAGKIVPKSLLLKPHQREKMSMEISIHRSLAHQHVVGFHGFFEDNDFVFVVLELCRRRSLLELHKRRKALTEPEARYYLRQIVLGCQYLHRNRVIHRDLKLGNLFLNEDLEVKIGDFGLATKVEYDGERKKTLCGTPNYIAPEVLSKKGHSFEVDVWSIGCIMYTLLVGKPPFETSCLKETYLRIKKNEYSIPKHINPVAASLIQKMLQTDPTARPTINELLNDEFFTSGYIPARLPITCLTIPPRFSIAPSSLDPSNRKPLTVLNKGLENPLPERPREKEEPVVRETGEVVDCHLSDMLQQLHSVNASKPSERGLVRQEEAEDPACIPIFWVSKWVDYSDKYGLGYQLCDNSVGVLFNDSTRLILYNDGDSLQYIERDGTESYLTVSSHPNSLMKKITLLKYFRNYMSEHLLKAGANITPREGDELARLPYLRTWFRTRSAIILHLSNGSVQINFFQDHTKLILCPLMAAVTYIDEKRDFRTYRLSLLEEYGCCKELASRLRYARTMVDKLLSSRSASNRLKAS
HUVEC tox TNFa = cytotoxicity in TNFa-stimulated HUVEC, primary screen, cytotoxicity control for VCAM1 expression modulator project, imaging, Hoechst nuclei count; HUVEC TNFalpha-stimulated, Hoechst cell count; cell count reduction, % at 2 µM; 0.17% of 93,000 active; AID 848, 2007;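 active = cell count reduction exceeding the screen mean by over 5 SD, scaled to untreated wells per plate, cut at about 78% in these data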;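 note: cells counted after 24 h of TNF alpha exposure following the 1 h pretreatment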
VCAM1 TNFa inh = inhibitors of TNFa-induced VCAM1 expression, primary screen, imaging, HUVEC, TNFa stimulus, immunofluorescence; AID 802, 2007; 0.48% of 95,000 active; HUVEC TNFa-induced VCAM-1 immunofluorescence, high-content imaging; inhibition, % at 2 µM;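 active = inhibition above the batch mean plus 3 SD, with images confirmed as a hit by eye, cut at about 37% in these data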;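 note: 0% = TNF-stimulated DMSO wells and 100% = unstimulated control wells; not every result past the cut was called active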
sEH inh = soluble epoxide hydrolase inhibitors, primary screen, biochemical, human sEH; recombinant human sEH enzymatic activity assay; inhibition, % at 2 µM; 0.34% of 91,000 active; AID 707, 2007; in the data active = inhibition above about 80%; note: values of inactives mirror those of a sister screen read the other way; many of its hits are not listed in these tables
hDAT+cocaine = changed hDAT dopamine uptake under cocaine IC80, either direction, primary screen, cocaine antagonist project, cell-based, LLC-PK1 hDAT, [14C]-dopamine uptake, MLSMR; LLC-PK1 hDAT cells, [14C]-dopamine uptake with cocaine IC80; actives deviate in either direction; B-score at 10 µM; 1.3% of 110,000 active;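 active = Z score or B-score, a plate-position-corrected score, falls beyond the plate's 99.7% confidence bounds, in either direction; inactive = both scores lie inside the 99.7% bounds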;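 note: scored against the spread of the other compound wells on the same plate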
F-actin modifier = modifiers of F-actin cytoskeleton organization, primary screen, imaging, HUVEC, phalloidin staining, high-content imaging; AID 836, 2007; inhibition, % at 2 µM; HUVEC TNFa F-actin phalloidin imaging; 0.18% of 91,000 active;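 active = inhibition above the batch mean plus 3 SD and confirmed as a hit by visual image inspection, cut at about 30% in these data, passing the limit was not always enough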; note: strong numbers were not always called active
Ecoli WT expand = growth inhibitors of wild-type E. coli, primary screen, strain BW25113, expanded library, OD600; OD600 absorbance; growth inhibition, % at 100 µM; AID 710, 2007; 0.15% of 98,000 active;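 active = growth inhibition above about 50% at one test dose, limit read from the data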;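 note: growth measured after 20 h incubation at 37 °C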
HUVEC tox IL1B = cytotoxicity in IL-1B stimulated HUVEC, primary screen, cytotoxicity control for IL-1B NFkB translocation project, imaging, Hoechst nuclear count, IL-1B stimulus; HUVEC cell count loss; cell count reduction, % at 2 µM; AID 845, 2007; 0.41% of 94,000 active;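 active = cell count reduction more than 3 SD above the screen-wide mean, cut at about 70% in these data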;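 note: normalized per plate to untreated control cells as the no-loss baseline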
PLK1 PBD inh = Plk1 polo box domain binding inhibitors, primary screen, biochemical, fluorescence polarization; 0.13% of 97,000 active; Plk1 PBD phosphopeptide binding; inhibition, %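 (tested at about 20 µM)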; Serine/threonine-protein kinase PLK1 (Homo sapiens), P53350; in the data active = inhibition above about 34%, passing the limit was not always enough
* marks the source's active call; other numbers are inactive results; / = not tested or not shown; & = joins results of further samples. Outcome played no part in choosing rows; overall some 3.4% were active at least once.

SMILES	PLK1 inh	HUVEC tox TNFa	VCAM1 TNFa inh	sEH inh	hDAT+cocaine	F-actin modifier	Ecoli WT expand	HUVEC tox IL1B	PLK1 PBD inh
CCOC(=O)c1cccc(NC(=O)CNS(=O)(=O)c2cccs2)c1	-7	0	9	8	-0.21	-3	-3	-198	28
c1ccc2c(c1)[nH]c1nc3nncn3nc12	-4	-26	0	18	0.073	-10	0	8	-10
COc1ccccc1N(CC(=O)Nc1ccccc1C(=O)NC(C)C)S(C)(=O)=O	9	-3	11	12	-0.15	-6	-10	-3	-3
O=C(c1oc(=O)c2ccccc2c1-c1ccccc1)N1CCN(C2CCCCC2)CC1	-19	-22	-3	16	0.46	2	9	-55	11
CN(C)c1cccc(N=C2C=C(N3CCOCC3)CC(C)(C)C2)c1	-6	0	6	7	-0.052	-4	2	-11	-6
Fc1ccc(Cn2ccc(-c3cnc(-c4ccccc4)s3)n2)cc1	-1	-38	-8	-8	-0.56	/	3	-2	-14
COc1ccc(OC)c(C(c2nnnn2Cc2ccccc2)N2CCC(C(N)=O)CC2)c1 (stereo unspecified)	-3	23	14	-2	-0.042	14	6	-1	-24
Cc1cc(C)n2nc3nc4c(cc3c2n1)CCCC4	-8	-11	-1	6	-0.96	-9	0	6	18
O=C(CCN1C(=O)c2ccccc2C1=O)Nc1cccc(S(=O)(=O)N2CCCCC2)c1	-10	-8	-8	14	-0.11	2	0	-14	-14
Cc1ccc(/C(N)=N/OC(=O)c2cc(-c3ccccc3)nc3ccccc23)cc1	-10	-25	3	2	0.82	10	-7	-105	-2
O=C(N1CCOCC1)N1c2ccccc2Sc2ccccc21	-1	-4	10	20	0.033	-11	3	-39	-22
CCn1nnc(NC(=O)COc2cc(C)ccc2C(C)C)n1	-11	1	14	2	-0.13	-23	4	-61	-32
O=C(C1CCN(S(=O)(=O)N2CCCC2)CC1)N1CCCCC1	-2	-20	-2	-15	0.52	13	-2	/	-4
COc1ccc(CN2CCN(S(=O)(=O)c3ccc(C)cc3)CC2)cc1Br	-11	6	6	12	1.5	9	-10	22	14
CCOc1cc(C(=O)Nc2cccc3ncccc23)cc(OCC)c1OCC	11	30	18	-7	1	53*	4	29	-16
CCN1CCN(c2nc3c(C)cccn3c(=O)c2/C=C(\C#N)S(=O)(=O)c2ccccc2)CC1	-7	-9	11	6	0.99&0.014	-13	6	-1	-12
O=C(c1ccco1)N1CCN(S(=O)(=O)c2ccc(S(=O)(=O)NC3CCCCC3)cc2)CC1	-8	-24	1	-16	-0.8	8	7	10	-10
O=C(Nc1c(C(=O)Nc2ccc3c(c2)OCCO3)cnn1-c1ccccc1Cl)c1ccco1	-9	-9	11	-3	-0.15	-14	-3	0	-7
CC1Cn2c(nnc2-c2cc3ccccc3cc2O)S1 (stereo unspecified)	-5	1	8	0	0.78	-20	-3	-29	57*
C/C(Cn1nnc([N+](=O)[O-])n1)=N\NC(=O)c1ccccc1Cl	-9	-7	16	4	0.28	-5	12	-54	-13
Cc1nc(N)sc1Cc1ccc2c(c1)OCO2	-8	18	9	-8	-0.43	-4	12	-18	7
O=C(CN1C(=O)C2(OCCO2)c2ccccc21)c1ccc(Br)cc1	-8	-11	-12	-10	0.64	0	-8	-11	15
CCC(C)c1ccc(NC(=O)C2CC2)cc1 (stereo unspecified)	-12	2	5	17	0.46	-6	3	-25	63*
O=C(CNCCC1=CCCCC1)Nc1ccc(N2CCCCCC2)cc1	-22	-13	16	48	1.5	/	40	-10	-30
CCCS(=O)(=O)c1c(S(=O)(=O)CCC)c2c(N)cccn2c1C(=O)c1ccc(Br)cc1	-10	-14	-34	34	2.2	10	/	-19	-18

Continued.
SMILES	PLK1 inh	HUVEC tox TNFa	VCAM1 TNFa inh	sEH inh	hDAT+cocaine	F-actin modifier	Ecoli WT expand	HUVEC tox IL1B	PLK1 PBD inh
CCC(=O)NC(=S)Nc1cccc(Cl)c1N1CCCCC1	-12	/	-48	-5	0.047	-11	-5	10	12
Cn1nnnc1SCC(=O)Nc1ccccc1-c1ccccc1	0	-48	30	-8	0.17	18	3	-32	-23
CC(C)(C)OC(=O)NCCCCCc1nnc(SCC(N)=O)o1	-3	-4	14	4	-0.64	-12	1	11	-16
COC(=O)C(C)N(C(=O)c1ccc(C(=O)c2ccccc2)cc1)c1c(C)cccc1C (stereo unspecified)	-3	-18	-3	-4	-0.16	3	-5	-112	5
CO/N=C/c1ccc(Sc2ccccc2)c([N+](=O)[O-])c1	-2	-24	10	11	0.27	-8	6	-69	-4
Cc1ccc(Nc2nnc(SCc3cc(=O)n4ccsc4n3)s2)c(C)c1	0	-34	21	9	0.94	/	3	-90	6
O=C1c2ccccc2C(=O)N1CCCCSc1nnc2ccccn12	4	2	21	/	2.3	10	-3	0	18
OCCCCNc1cccc2ccccc12	-16	-20	43*	4	1.2	10	2	-89	-6
Cc1cc2nc3c(c(=O)n2[nH]1)CCCC3	-6	-34	-6	-34	-0.72	6	-2	-9	-9
Cc1onc(-c2ccccc2Cl)c1C(=O)Nc1ccc(-c2cn3cccnc3n2)cc1	-1	-25	7	11	-0.043	40	-1	-16	-2
O=C(c1ccc(CS(=O)(=O)c2ccc(Br)cc2)o1)N1CCN(c2ccccn2)CC1	-5	11	-13	-5	1.2	-4	-3	10	-21
CN(Cc1cccs1)c1ncnc2sccc12	-8	22	1	2	-0.88	19	11	2	-20
CN1CCN(C(=O)CCC(=O)c2ccc(F)cc2)CC1	-4	-48	45	2	-0.41	9	3	-2	-38
CCNC(=O)c1oc2c(c1C)C(=O)CC(C)(C)C2	-17	6	-4	-14	-0.28	2	-2	-5	0
CS(=O)(=O)N1CCN(CC2CC3C=CC2C3)CC1 (stereo unspecified)	-15	-12	10	-9	0.54	-13	6	8	3
COc1ccc2nc(C)cc(SCC(=O)O)c2c1	-14&-10	-2&-4	4&1	-12&-11	2.3&0.023	-43&-6	7&4	18&-14	23&-24
CC(C)(C)C(=O)NCCCc1nc2ccccc2n1CCCOc1ccc(Cl)cc1	-10	3	-21	-2	3.4*	19	-4	-6	-14
Cc1nn(-c2ccc(F)cc2)c2c1cc(C#N)c1nc3ccccc3n12	-33	-13	15	-1	-1.2	4	-20	-21	12
CCn1c(C(=O)NCc2cccnc2)cc2sc(Cl)cc21	2	-20	-3	-6	/	2	13	2	8
CC(=O)Nc1cc(OC(C)=O)c2nonc2c1OC(C)=O	5	/	/	-12	-1.8	-3	/	46	54*
CCn1c(CSc2nc3ccccc3s2)nnc1SCC(=O)OC(C)(C)C	1	-22	-10	0	0.31	12	7	-3	14
COc1ccc(NC(=S)Nc2ccccc2F)c(OC)c1	10	4	-1	12	0.71	-12	2	-15	-19
COc1ccc(N(CC(=O)N2CCc3ccccc32)S(=O)(=O)c2c(C)n[nH]c2C)cc1	-1	-7	13	-1	-0.092	27	-9	-13	10
COc1ccc(C(=O)Nc2ccccc2-c2nnn(CC(=O)Nc3ccc4c(c3)OCCO4)n2)cc1	-11	0	-4	52	1.1	0	-4	-15	-2
COc1ccc(C(=O)NC(=O)COC(=O)C2COc3ccccc3O2)cc1 (stereo unspecified)	-27	-7	16	22	-0.2	-3	-4	-21	12

Next section.
SMILES	PLK1 inh	HUVEC tox TNFa	VCAM1 TNFa inh	sEH inh	hDAT+cocaine	F-actin modifier	Ecoli WT expand	HUVEC tox IL1B	PLK1 PBD inh
Cc1ccc(S(=O)(=O)NCC(=O)N(CC(=O)NCc2ccccc2)CC2CCCO2)cc1 (stereo unspecified)	-6	-9	10	0	-0.0014	14	6	-19	14
O=C(CC1(O)C(=O)Nc2ccccc21)c1ccc(-n2cccc2)cc1 (stereo unspecified)	-3	58	14	7	/	-2	7	-10	37
Cc1ccccc1C(=O)NCCc1nnc(SCC(=O)Nc2nc(-c3ccccc3)cs2)n1C	-4	-6	7	29	-0.089	6	/	-13	-8
NC(=O)C1(N2CCCCC2)CCN(C(=O)NC23CC4CC(CC(C4)C2)C3)CC1	-5	-1	-2	19	1.2	5	4	16	17
c1ccc(-c2cc3c(-n4cccc4)ncnc3o2)cc1	-14	-17	-4	7	/	-4	-2	-21	-3
c1ccc(C[n+]2cccc3c4ccccc4ccc32)cc1	-8	-18	5	3	0.01	28	9	8	-21
COCCNC(=O)CSc1nc(-c2ccccc2)c(-c2ccccc2)o1	-6	2	-6	2	0.69	-2	1	-9	-4
COc1cccc(-c2nnc(SCC(=O)N3CC(C)CC(C)C3)o2)c1 (stereo unspecified)	-3	-19	10	2	0.87	-13	1	4	-4
CN(CCNC(=O)CCNC(=O)Cn1ccc2ccccc2c1=O)Cc1ccccc1	-5	8	-11	/	0.97	-22	2	16	-29
O=C(CN1C(=O)COc2ccc(Cl)cc21)Nc1ccc2c(c1)OCCO2	-2	11	5	-8	-0.074	-16	-3	0	-32
COCC(C)NC(=O)c1ccc(-n2nc(C(F)(F)F)cc2-c2cccs2)cc1 (stereo unspecified)	-17	-9	-11	-2	-0.41	-2	-10	-9	28
O=C(COc1ncnc2scc(-c3ccc(Cl)cc3)c12)NCc1ccco1	24	2	13	-14	-0.2	-9	-1	-13	6
COc1ccc(-c2c3c(=O)n(C)c(=O)n(C)c3cn2Cc2cccnc2)cc1	3	-76	-30	-10	-8.7*	1	3	-14	-12
CCOC(=O)C(=CNc1ccc(C)cc1C)C(=O)OCC	-6	-22	4	3	2.7	23	-5	6	7
Cc1cc(C(=O)CSc2n[nH]c(N)n2)c(C)n1-c1ccc(F)cc1	-9	-10	-6	15	-0.69	-15	/	8	12
Cc1cc(=O)oc2cc(OCc3ccc(S(=O)(=O)N4CCOCC4)cc3)ccc12	4	-7	20	8	0.37	8	1	-13	-43
COC(=O)c1ccc(C(=O)OC)c(NC(=O)CSCc2ccccc2Br)c1	-4	-11	-2	10	-0.78	11	-3	-3	-18
CCCCN(CC)Cc1c(C)[nH]c2ccccc2c1=O	-7	-40	14	3	-1	14	6	-8	0
CCC(C)(C(=O)NC1CCCCC1)N(Cc1cccs1)C(=O)Cc1cccs1 (stereo unspecified)	-9	-17	-4	-11	0.77	-5	-4	-10	-21
CN(C(=O)CSc1nc(-c2ccc(F)cc2)cs1)C1CCS(=O)(=O)C1 (stereo unspecified)	-5	-12	2	/	-0.82	9	3	-19	-8
Cc1ccc(C)c(/C(O)=C2/C(=O)C(=O)N(CCN3CCOCC3)C2c2ccc(C)o2)c1 (stereo unspecified)	-5	-12	-3	1	-2.1	-5	4	-6	-17
COCCn1c(SCC(=O)Nc2cccc(C(=O)OC)c2)nc2ccccc2c1=O	-7	-22	16	/	-0.99	-4	-1	-10	14
C(=N\n1cnnc1)/c1ccc2c(c1)OCO2	6	25	3	6	0.0049	-22	6	-19	-1
N#Cc1nc(-c2ccc(OCc3ccccc3)cc2)oc1NCCCn1ccnc1	4	-3	31	5	0.39	-2	5	-50	6
